Screening results deposited in PubChem by several laboratories.
STAT3 act: increases IL-6 driven STAT3 reporter signal | 190,000 tested, 0.91% active | activation (% of control), % at 5.6 µM | U3A cells, IL-6 STAT3-luciferase reporter, luminescence; 100% = signal with IL-6 EC80 alone;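 active = activation above the screen-wide mean of compound activation plus 3 SD, cut at about 130% in these data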;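 also: 0% = background luminescence of wells with medium and substrate only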
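Test system: Human STAT1-deficient U3A cells with stable STAT3-luciferase reporter | Also added: Interleukin-6, 33 ng/mL | Timing: Compound pre-incubation 1 h before IL-6, then 6 h stimulation at 37 °C | Technique: Luciferase reporter luminescence | Read-out: Percent of IL-6-only median luminescence | Benchmarks: IL-6-only wells as 100% reference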
STAT1 act: activators of IFN-gamma induced STAT1 signaling; NIH 3T3 STAT1-luciferase reporter, luminescence; 100% = IFN-gamma alone, no compound; activation (% of control), % at 5.5 µM; 200,000 tested, 2.6% active;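 active = activation above the screen-wide mean activation plus 3 SD, cut at about 130% in these data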;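 also: raw ratio to IFN-gamma control signal so 100% means no change and 0% no light; values of inactives mirror those of a sister screen read the other way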
STAT3 inh: reduces IL-6 driven STAT3 reporter signal; U3A cells, IL-6 STAT3-luciferase reporter, luminescence; host cell line lacks STAT1; inhibition, % at 5.5 µM; 190,000 tested, 0.89% active; AID 862;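 active = inhibition above the mean inhibition across all screened compounds plus 3 SD, cut at about 44% in these data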;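 also: 0% = DMSO only wells and 100% = 100 µM nifuroxazide control wells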
Hsp70 act: transcriptional activators of Hsp70; HeLa Hsp70 promoter luciferase reporter, luminescence; scaled: vehicle 0, proteasome-inhibitor control 100%; activation, % at 10 µM; AID 1203; 200,000 tested, 0.04% active;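 active = activation above the mean across all tested compounds plus 3 SD, cutoff set per campaign, cut at about 5.5% in these data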;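 also: 100% = MG132 at 30 µM as the positive control and 0% = DMSO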
TLR4 MyD88 comp: TLR4-MyD88 interaction inhibition in cells | O00206+Q99836 | HeLa CL3-4 TLR4/MyD88 BLA complementation, FRET ratio | inhibition, % at 8.4 µM | 200,000 tested, 0.18% active; in the data active = inhibition above about 25%;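 also: 0% = vehicle and 100% = reference inhibitor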
Target sequence (O00206 whole entry, looked up): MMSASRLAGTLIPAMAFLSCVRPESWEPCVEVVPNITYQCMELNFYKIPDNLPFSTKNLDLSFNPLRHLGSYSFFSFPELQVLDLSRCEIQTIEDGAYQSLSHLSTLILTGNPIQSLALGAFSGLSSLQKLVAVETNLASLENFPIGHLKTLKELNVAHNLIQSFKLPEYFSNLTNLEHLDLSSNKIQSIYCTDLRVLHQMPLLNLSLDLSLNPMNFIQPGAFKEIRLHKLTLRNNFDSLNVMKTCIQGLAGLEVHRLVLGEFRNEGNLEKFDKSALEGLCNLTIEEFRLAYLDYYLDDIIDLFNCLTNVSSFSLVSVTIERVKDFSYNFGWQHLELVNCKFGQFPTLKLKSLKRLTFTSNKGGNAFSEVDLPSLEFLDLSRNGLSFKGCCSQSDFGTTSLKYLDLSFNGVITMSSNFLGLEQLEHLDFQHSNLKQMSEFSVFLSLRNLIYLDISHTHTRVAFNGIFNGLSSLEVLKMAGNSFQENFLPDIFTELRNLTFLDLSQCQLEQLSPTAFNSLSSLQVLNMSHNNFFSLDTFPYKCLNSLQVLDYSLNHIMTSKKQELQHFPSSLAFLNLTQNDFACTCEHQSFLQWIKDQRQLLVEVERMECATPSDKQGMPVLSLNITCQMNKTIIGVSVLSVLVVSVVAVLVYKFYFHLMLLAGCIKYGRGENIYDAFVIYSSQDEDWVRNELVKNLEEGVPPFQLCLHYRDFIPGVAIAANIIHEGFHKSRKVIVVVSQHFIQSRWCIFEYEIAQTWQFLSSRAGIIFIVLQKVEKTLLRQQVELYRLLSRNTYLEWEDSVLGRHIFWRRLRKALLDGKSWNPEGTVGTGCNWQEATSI
Target sequence (Q99836 whole entry, looked up): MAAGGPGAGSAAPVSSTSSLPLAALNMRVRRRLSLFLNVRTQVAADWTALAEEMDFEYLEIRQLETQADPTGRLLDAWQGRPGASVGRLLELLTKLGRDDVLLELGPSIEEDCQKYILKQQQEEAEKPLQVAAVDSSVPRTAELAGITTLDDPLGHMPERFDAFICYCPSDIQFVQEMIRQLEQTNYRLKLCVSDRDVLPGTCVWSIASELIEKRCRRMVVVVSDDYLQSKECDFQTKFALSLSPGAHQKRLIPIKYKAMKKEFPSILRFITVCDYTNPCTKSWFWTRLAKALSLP
Diaph act CS: activates diaphorase or chemically reduces, flagging diaphorase assay artifacts | Diaphorase/resazurin coupled assay, resorufin fluorescence, 16 min; active compounds read high; 1 = vehicle wells, 0 = NADH-free wells | activation factor at 20 µM | 190,000 tested, 0.005% active | AID 1229;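 active = diaphorase activity raised at least twofold by the compound at 20 µM; inactive = activation factor below 2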
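System – purified diaphorase enzyme from Clostridium kluyveri · Input – enzyme 0.07 U/mL final · Also added – final NADH 0.114 mM, resazurin 0.1 mM · Measured by – fluorescence of resorufin, 544 nm excitation, 590 nm emission · Timing – 16 min enzyme reaction, ambient temperature · Measure – resorufin increase flagging diaphorase activators or reducers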
APP 5UTR inh: APP translation inhibition; SH-SY5Y APP 5'UTR-luciferase reporter, luminescence; inhibition, % at 2 µM; 190,000 tested, 0.82% active; AID 1285;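 active = inhibition above a set limit, derived from the sample mean plus 3 SD, cut at about 45% in these data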; also: values of inactives mirror those of a sister screen read the other way
Diaph inh CS: inhibits diaphorase or chemically oxidizes, flagging diaphorase assay artifacts; diaphorase resazurin-to-resorufin fluorescence, NADH, 16 min; bacterial (C. kluyveri) enzyme, not human; inhibition, % at 20 µM; 190,000 tested, 0.69% active;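 active = primary screen inhibition at 20 µM above a set limit, cut at about 50% in these data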;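 also: plate controls were DMSO with full reaction for no effect and wells lacking NADH for full effect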
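Assay system: diaphorase enzyme from Clostridium kluyveri; Input: enzyme working solution with 0.14 U/mL diaphorase; Timing: 16 min at room temperature; Technique: resorufin fluorescence, excitation 544 nm, emission 590 nm; Benchmarks: positive control minus NADH, DMSO neutral control.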
STAT1 blocker: inhibitors of IFN-gamma induced STAT1 signaling | inhibition, % at 5.5 µM | 200,000 tested, 0.35% active | AID 920 | NIH 3T3 STAT1-luciferase reporter, luminescence;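 active = inhibition above a set limit, the mean inhibition across all tested compounds plus 3 SD, cut at about 34% in these data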;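 also: 0% = IFN-gamma with DMSO and 100% = IFN-gamma with 300 µM nifuroxazide; values of inactives mirror those of a sister screen read the other way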
G6PDH counter: inhibits Leuconostoc G6PDH, flagging false hits in G6PDH-based assays; Purified L. mesenteroides G6PDH, diaphorase/resazurin coupled fluorescence, 45 min; inhibition, % at 5 µM; 200,000 tested, 0.12% active; in the data active = inhibition above about 50%
The depositor's hits bear a star. Hits appear at their usual frequency. Share with any hit: about 6.1%.

Keys – A = STAT3 act; B = STAT1 act; C = STAT3 inh; D = Hsp70 act; E = TLR4 MyD88 comp; F = Diaph act CS; G = APP 5UTR inh; H = Diaph inh CS; I = STAT1 blocker; J = G6PDH counter
CCc1nnc(NS(=O)(=O)c2ccc(N/C=C\C(=O)c3cccc4ccccc34)cc2)s1
  A = 101	B = 102	C = -4	D = -0.2	E = -6	F = 0.8	G = -10	H = 19	I = -2	J = 6
Cc1ccc2cccc(Oc3nnnn3-c3ccccc3)c2n1
  A = 101	B = 102	C = 4	D = -0.2	E = -7	F = 0.9	G = -8	H = 8	I = -2	J = 2
CCOC(=O)C1CN(S(=O)(=O)c2ccccc2)C1
  A = 100	B = 101	C = 3	D = -0.2	E = -5	F = 1	G = -4	H = 5	I = -2	J = -4
O=C(NC1CCCC1)C(c1ccsc1)N(CCc1ccccc1)C(=O)Cc1cccs1 (centres undefined)
  A = 98	B = 97	C = 6	D = -0.4	E = 1	F = 0.9	G = 1	H = 9	I = 3	J = 18
CCOc1ccc(Br)cc1S(=O)(=O)Nc1cccc(S(=O)(=O)N(CC)CC)c1
  A = 101	B = 97	C = 3	D = -0.4	E = 14	F = 0.8	G = -7	H = 21	I = 4	J = 9
CCCC(=O)Nc1ccc2c(c1)nc1n2CCSC1
  A = 89	B = 109	C = 20	D = 0.3	E = 1	F = 0.9	G = -9	H = 12	I = -10	J = 15
FC(F)Oc1ccc(NC(=S)NCc2ccccc2)cc1
  A = 104	B = 106	C = -2	D = -0.5	E = 1	F = 0.9	G = 8	H = 12	I = -7	J = -13
O=C1CSC(c2ccccc2)N1Nc1nc(N2CCOCC2)nc(N2CCOCC2)n1 (centres undefined)
  A = 100	B = 111	C = 2	D = -0.3	E = -2	F = 0.9	G = -13	H = 8	I = -14	J = 17
O=C(c1ccco1)N1CCN(C(=O)N2CCCC2)CC1
  A = 96	B = 108	C = 9	D = -0.4	E = 5	F = 1.1	G = 11	H = -6	I = -10	J = 11
Cc1ccc(-c2cc(C(=O)Nc3nn[nH]n3)c3ccccc3n2)cc1
  A = 104	B = 105	C = 5	D = -0.2	E = -6	F = 0.9	G = -25	H = 5	I = -2	J = 0
C/C(=N\NC(=O)c1ccc(NS(=O)(=O)c2cccs2)cc1)c1cccs1
  A = 102	B = 106	C = -1	D = -0.5	E = -1	F = 0.9	G = 5	H = 12	I = -9	J = 3
CCOC(=O)c1ccc(N2C(=O)c3n[nH]c(C)c3C2c2ccccc2)cc1 (centres undefined)
  A = 93	B = 101	C = 12	D = 0.4	E = -3	F = 0.9	G = -4	H = 9	I = -1	J = 14
CCCCc1cc(=O)oc2c(CN(CC)CC)c(O)c(Cl)cc12
  A = 112	B = 100	C = -9	D = 0.1	E = 2	F = 0.8	G = -4	H = 18	I = 0	J = 2
Cc1cc(C(=O)Nc2cccc3cccnc23)ccc1[N+](=O)[O-]
  A = 130	B = 116	C = -33	D = -0.4	E = -11	F = 1	G = -26	H = 4	I = -20	J = 2
OC(COc1c(Cl)cc(Cl)cc1Cl)CN1CCCCC1 (centres undefined)
  A = 103	B = 103	C = -1	D = -0.2	E = 2	F = 0.9	G = 4	H = 10	I = -3	J = 4
CN(c1ccccc1C(=O)Nc1cccc(C(F)(F)F)c1)S(C)(=O)=O
  A = 101	B = 96	C = 0	D = 0.0	E = 3	F = 1.1	G = 1	H = -6	I = 4	J = 0
Cc1ccccc1NC(=O)c1c(Cl)nc(C)c(Cl)c1C
  A = 98	B = 97	C = 3	D = 0.6	E = -4	F = 0.9	G = 14	H = 9	I = 4	J = -18
CN1CCC(OC(=O)COc2ccc(F)cc2)CC1
  A = 101	B = 100	C = 8	D = -0.2	E = 1	F = 0.9	G = 5	H = 10	I = -2	J = 14
CNC(=S)Nc1ccc([N+](=O)[O-])c(C)c1
  A = 92	B = 93	C = 16	D = 0.0	E = 4	F = 0.9	G = -2	H = 12	I = 6	J = 5
CCOP(=O)(OCC)C(Nc1ccccc1)c1ccco1 (centres undefined)
  A = 94	B = 107	C = 12	D = 0.5	E = 4	F = 0.9	G = -7	H = 7	I = -10	J = 7
O=C(CC(c1ccco1)S(=O)(=O)c1ccccc1)c1ccc(F)cc1 (centres undefined)
  A = 97	B = 112	C = 8	D = -0.5	E = 1	F = 0.9	G = 2	H = 12	I = -15	J = 1
Oc1cccc(Oc2ncc(C(F)(F)F)cc2Cl)c1
  A = 99	B = 99	C = 8	D = -0.1	E = -5	F = 0.9	G = 4	H = 10	I = 0	J = 6
CC(NCc1ccc2c(c1)OCO2)C(=O)N1CCc2ccccc21 (centres undefined)
  A = 95	B = 98	C = 8	D = -0.1	E = 3	F = 0.9	G = -4	H = 8	I = 2	J = 17
CCOC(=O)N1CCN(C(=O)CSc2nnc(CNC(=O)c3c(F)cccc3Cl)o2)CC1
  A = 98	B = 96	C = 8	D = 0.6	E = 11	F = 0.9	G = -3	H = 5	I = 5	J = 7
Cc1csc(NC(=O)CSc2nnnn2C)n1
  A = 114	B = 115	C = -13	D = 0.2	E = -11	F = 0.9	G = -2	H = 6	I = -16	J = 0
O=C(COC(=O)c1cc(-c2ccc(Cl)s2)nc2ccccc12)NCc1ccco1
  A = 78	B = 93	C = 30	D = -0.2	E = -4	F = 0.9	G = 2	H = 14	I = 8	J = -3
COc1cc(CC(NC(C)=O)C(=O)NC2CCN(C(=O)C3CC3)CC2)cc(OC)c1 (centres undefined)
  A = 96	B = 102	C = 7	D = -0.3	E = -1	F = 1	G = 0	H = 2	I = -2	J = 4
COC(=O)Nc1c(-c2ccccc2)nc2ccccn12
  A = 101	B = 103	C = 0	D = -0.5	E = 1	F = 0.9	G = -1	H = 12	I = -4	J = 1
O=C(NCC1CCCO1)c1onc(CSc2ccc(Cl)cc2)c1C(=O)O (centres undefined)
  A = 98	B = 104	C = 4	D = -0.1	E = 5	F = 1	G = -19	H = 4	I = -5	J = 2
Cc1cccc[n+]1C1C(c2ccccc2)C(C#N)=C(C(=C=[N-])C#N)NC1(O)C1CC1 (centres undefined)
  A = 97	B = 103	C = 12	D = -0.4	E = -7	F = 0.8	G = 13	H = 23	I = -2	J = 14
COc1ccc(C(=O)NNC(=S)NC2CCCCC2)cc1OC
  A = 94	B = 103	C = 14	D = -0.1	E = -8	F = 1	G = -12	H = -4	I = -4	J = 5
CC(C(=O)NCc1ccccc1)N1C(=O)CN(C)C(=O)c2ccccc21 (centres undefined)
  A = 101	B = 103	C = 4	D = -0.5	E = 3	F = 1	G = -4	H = -2	I = -4	J = 2
COc1ccc(NC(=O)CN(C)CC(=O)Nc2ccc3c(c2)CCC3)cc1
  A = 104	B = 101	C = 1	D = -0.3	E = 5	F = 0.9	G = -23	H = 10	I = -2	J = 3
Clc1ccc(-n2nnnc2-c2ccccc2)cc1
  A = 100	B = 99	C = 6	D = -0.2	E = -5	F = 0.7	G = 4	H = 30	I = 0	J = 2
COc1ccccc1C(=O)N/N=C/c1ccc(Cl)s1
  A = 96	B = 107	C = 8	D = 0.1	E = -11	F = 1.2	G = -10	H = -15	I = -8	J = 6
CS(=O)(=O)N(Cc1ccccc1)c1ccc(C(=O)NCCSCc2ccco2)cc1
  A = 98	B = 100	C = 5	D = -0.2	E = 1	F = 0.9	G = 8	H = 10	I = 0	J = 2
CSc1ncccc1C(=O)OCC(=O)c1ccccc1
  A = 92	B = 110	C = 17	D = -0.1	E = -12	F = 0.8	G = -10	H = 16	I = -11	J = -2
CC(C)C(=O)Nc1ccc(Br)cc1Cl
  A = 91	B = 101	C = 16	D = 0.1	E = -8	F = 1	G = -11	H = 3	I = -4	J = 14
CC(Nc1nc(-c2ccccc2)nc2ccccc12)c1ccccc1 (centres undefined)
  A = 126	B = 125	C = -29	D = 0.8	E = -8	F = 0.8	G = -16	H = 16	I = -28	J = -1
Nc1nnc(N2CCCCC2)s1
  A = 106	B = 107	C = -3	D = -0.3	E = 9	F = 0.8	G = 8	H = 19	I = -8	J = -2
COc1ccc(C(=O)NC2c3ccccc3-c3ccccc32)cc1
  A = 95	B = 99	C = 10	D = 0.2	E = -10	F = 1	G = -10	H = 4	I = 1	J = 3
Cc1cc(NC(=O)CSc2nnnn2C)n(-c2ccccc2)n1
  A = 106	B = 106	C = -3	D = 0.0	E = 0	F = 0.9	G = 11	H = 12	I = -7	J = -8
CC1(C)NC(=O)N(CC(O)COc2ccccc2-c2ccccc2)C1=O (centres undefined)
  A = 105	B = 99	C = -4	D = -0.2	E = -11	F = 0.8	G = -5	H = 17	I = 1	J = 4
CCOC(=O)C(NC(=O)Nc1ccc(F)cc1)(OCC)C(F)(F)F (centres undefined)
  A = 106	B = 92	C = 5	D = 0.2	E = -1	F = 0.9	G = -13	H = 11	I = 9	J = 2
CCCCSCCCNC(=O)Nc1cccc(OC)c1
  A = 98	B = 96	C = 2	D = -0.4	E = 7	F = 0.9	G = 21	H = 8	I = 5	J = 3
COc1ccc(OC)c(-c2nc(CN3CCCCC3c3cccnc3)c(C)o2)c1 (centres undefined)
  A = 104	B = 96	C = 1	D = -0.3	E = -5	F = 0.9	G = 25	H = 13	I = 4	J = 7
C/C(=C1\SC(N2CCOCC2)=NC1=O)c1ccccc1
  A = 109	B = 104	C = -4	D = 0.1	E = 6	F = 0.9	G = -13	H = 12	I = -3	J = -2
S=c1[nH]nc(-c2ccc(Cl)cc2)n1CC1CCCO1 (centres undefined)
  A = 100	B = 97	C = 4	D = 0.2	E = 9	F = 0.8	G = -14	H = 17	I = 3	J = 0
CC1C=Cc2ccccc2N1C(=O)c1ccccc1 (centres undefined)
  A = 118	B = 97	C = -14	D = 0.0	E = 6	F = 0.9	G = -2	H = 8	I = 3	J = 7
O=C(c1cccs1)N1CCC(c2nc3c(nnn3Cc3ccccc3)c(=O)[nH]2)CC1
  A = 104	B = 94	C = -1	D = -0.2	E = -4	F = 1	G = 5	H = 1	I = 7	J = 8
CCCc1cc(=O)[nH]c(SCC(=O)Nc2ccc3c(c2)CCC3)n1
  A = 102	B = 99	C = 0	D = -0.3	E = -7	F = 1.1	G = 11	H = -13	I = 2	J = 12
C=CCNC(=S)N(CC)c1cccc2ccccc12
  A = 116	B = 101	C = -13	D = -0.4	E = -7	F = 0.9	G = -4	H = 14	I = -3	J = 5
CC1(c2ccc3ccccc3c2)NC(=O)N(CC(=O)Nc2cccc(S(=O)(=O)N3CCOCC3)c2)C1=O (centres undefined)
  A = 102	B = 96	C = -1	D = -0.4	E = -12	F = 0.7	G = 12	H = 26	I = 4	J = 3
